# SENP1 FRET inh = SENP1 (human) catalytic domain inhibition; actives 0.21% (n = 360,000); recombinant SENP1 catalytic domain, CyPet-SUMO1-YPet FRET cleavage; inhibition, % at 10 µM; Q9P0U3;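 active means inhibition at least 30% at 10 µM, raw YFP signal under a set limit, fluorescence ratio 0.5 to 1.5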;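 further: 0% = enzyme with DMSO and 100% = no enzyme wells; some results filed as inactive read as strong as hits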
# Target sequence (Q9P0U3 419-644 limits assumed): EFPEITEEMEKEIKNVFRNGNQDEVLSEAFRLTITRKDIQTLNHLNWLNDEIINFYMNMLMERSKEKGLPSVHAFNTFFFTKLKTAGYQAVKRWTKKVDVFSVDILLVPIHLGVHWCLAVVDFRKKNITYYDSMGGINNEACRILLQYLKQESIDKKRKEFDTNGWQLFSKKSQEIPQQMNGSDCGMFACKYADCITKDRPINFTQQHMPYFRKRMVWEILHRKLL
#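 Test system: human SENP1 catalytic domain; medium: Tris pH 8 buffer plus EDTA, NaCl, BME, BSA, NP40, catalase; incubation: 50 min reaction at room temperature; technique: FRET, CFP and YFP emission; controls: no-enzyme low control and enzyme-plus-DMSO high control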
# An asterisk follows results filed as active.
entry	smiles	SENP1 FRET inh
1	CC1(C(=O)NC2CCN(Cc3ccccc3)CC2)CCN1Cc1ccc(OC(F)(F)F)cc1 (stereo not given)	-0.4
2	Cc1ccc(S(=O)(=O)N2C[C@H]3[C@H]4C(=O)N(c5ccccc5)C(=O)[C@H]4C[C@H](OC(=O)NCc4ccccc4F)[C@@]3(O)C2)cc1	-0.3
3	O=C(Nc1ccc(C(=O)N2CCCCC2)cc1)c1ccccc1	-1.0
4	C[C@@H]1CCCCO[C@@H](CN(C)CC2CCCCC2)[C@@H](C)CN([C@H](C)CO)C(=O)c2cc(NS(=O)(=O)c3ccc(Cl)cc3)ccc2O1	0.3
5	O=C1NC(=O)C2(CCCC2c2ccccc2)N1 (stereo not given)	1.2
6	CCCOc1cccn2c(N(C)C(=O)c3ccccc3F)c(CC)nc12	-1.1
7	COC(=O)[C@@]12C[C@@H](CC(=O)N3CCC(c4ccccc4)CC3)C(=O)N(Cc3ccc4c(c3)OCO4)C1=CCC(C)(C)C2	-3.7
8	COCCNc1nc(Oc2ccccc2)c2sccc2n1	-1.0
9	CNC(=O)C1CCC(=O)N1Cc1c[nH]c2ccccc12 (stereo not given)	-3.2
10	O[C@@H]1CN(Cc2cccs2)[C@@H](c2ccccc2)C[C@H]1n1cc(C2CC2)nn1	0.3
11	Cc1ccccc1-c1cc2nc(NCc3ccc(N(C)C)cc3)n(C)c(=O)c2s1	1.1
12	CC1(Cc2cc(Cl)ccc2C(F)(F)F)C(=O)Nc2cc(C(F)(F)F)ccc21 (stereo not given)	-4.4
13	CSc1cnn(CCC#N)c(=O)n1	-0.6
14	COC(=O)c1ccc2nc(-c3ccc(C)cc3)c(Cc3ccc(C)cc3)n2c1	-3.4
15	O=C(CSCC(=O)NN=Cc1ccccc1)NN=Cc1ccccc1	2.4
16	COc1ccc(F)cc1-c1cc(C(=O)N2CCc3ccccc3C2)[nH]n1	-1.5
17	Cc1ccc(S(=O)(=O)N2CCOCC2)cc1NC(=O)Cn1nnc(-c2ccccc2)n1	0.7
18	CC(C)(C)C1CCN2CCCC(c3ccc([N+](=O)[O-])cc3)(C1)C21OCCO1 (stereo not given)	-1.0
19	CCOC(=O)C1(C)CCCN(C(=O)c2ccccc2OC(F)(F)F)C1 (stereo not given)	3.9
20	Cc1cccc(OCc2ccccc2)n1	3.1
21	NC(CCc1ccccc1)c1csc(Nc2ccc(C(=O)c3ccccc3)cc2)n1 (stereo not given)	-1.0
22	Cn1ncc2c(=O)[nH]c(N)nc21	2.3
23	O=C(NCc1ccccc1)c1cccc(NC(=O)C2CCCCC2)c1	0.9
24	COc1ccc(-c2sc3ccccc3c2-c2ccc(OC)cc2F)cc1	1.5
25	CCNC(=S)N1CCC(C(=O)c2ccc(F)cc2)CC1	1.5

# A section of the results above:
entry	smiles	SENP1 FRET inh
1	CC1(C(=O)NC2CCN(Cc3ccccc3)CC2)CCN1Cc1ccc(OC(F)(F)F)cc1 (stereo not given)	-0.4
2	Cc1ccc(S(=O)(=O)N2C[C@H]3[C@H]4C(=O)N(c5ccccc5)C(=O)[C@H]4C[C@H](OC(=O)NCc4ccccc4F)[C@@]3(O)C2)cc1	-0.3

# Fetched by structure from the entries so far, two records:
entry	smiles	SENP1 FRET inh
11	Cc1ccccc1-c1cc2nc(NCc3ccc(N(C)C)cc3)n(C)c(=O)c2s1	1.1
9	CNC(=O)C1CCC(=O)N1Cc1c[nH]c2ccccc12 (stereo not given)	-3.2

# Carrying on:
entry	smiles	SENP1 FRET inh
26	CCCc1ccc(C(O)c2ncc(-c3ccc(OC)cc3)[nH]2)cc1 (stereo not given)	-6.6
27	COc1cc(-c2cc(NC(C)=O)c3ncc(-c4ccc(C(C)=O)cc4)n3c2)cc(OC)c1OC	-8.6
28	CN(C(=O)c1ccc(NC(=O)Cc2ccc(NC(=O)C3CCCN(C(=O)C4CC4)C3)cc2)cc1)C1CCCC1 (stereo not given)	-0.6
29	O=S(=O)(c1ccc(NC(=S)N2CCOCC2)cc1)N1CCCCC1	1.3
30	Cc1[nH]nc(C(F)(F)F)c1N=NN1CCOCC1	0.7
31	O=C(Cc1cccs1)NCCS(=O)(=O)N1CCN(c2ccccc2)CC1	2.9
32	O=C(/C=C/[C@H]1O[C@@H](n2cnc3c(NC(=O)c4ccccc4)ncnc32)[C@H](O)[C@@H]1O)NCc1ccco1	3.0
33	COC(=O)C1C2CC3c4[nH]c5cc(OC)ccc5c4CCN3CC2CC(OC(=O)CC(C)=O)C1OC (stereo not given)	-26.5
34	O=C(C[C@@H]1CC[C@@H]2[C@H](COC[C@H](O)CN2Cc2cccc(C(F)(F)F)c2)O1)NCc1ccc(Cl)cc1	0.3
35	CCc1nc2ccc(C(=O)NCc3cccs3)cn2c1N(CCC(C)C)CCN(C)C	-92.5
36	N#Cc1ccc(-c2nc3c4ccccc4ccn3c2Cc2ccccc2C(F)(F)F)cc1	-56.9
37	O=[N+]([O-])c1cc2ncccc2c2ncccc12	0.5
38	O=C(NCCS(=O)(=O)NCc1cccs1)c1ccccc1	1.3
39	CN(CC(=O)Nc1c(Cl)cccc1Cl)CC(=O)N1CCc2ccccc21	-0.4
40	Cc1ccc(NC(=O)CCS(=O)(=O)c2ccc3nc(C)sc3c2)c(C)c1	1.6
41	CCC1CCCCN1C(=O)COC(=O)c1cncc(Br)c1 (stereo not given)	1.2
42	CCC1(c2ccccc2)C(=O)N=C(N)N(C#N)C1=O (stereo not given)	2.9
43	O=C(c1cccc([N+](=O)[O-])c1)n1nc(-c2ccccc2)nc1NCc1ccccc1	1.7
44	N#Cc1ccc(-c2nc3ccc(Br)cn3c2Cc2cccc(F)c2)cc1	10.4
45	Cc1ccc(NC(=O)c2cc(-c3cc(Cl)ccc3C)n[nH]2)cc1NS(C)(=O)=O	-2.7
46	Oc1c(C(Nc2nccs2)c2ccc(C(F)(F)F)cc2)ccc2cccnc12 (stereo not given)	-1.6
47	O=C(O)Cn1nncc1-c1ccc(C(F)(F)F)cc1	1.1
48	O=c1[nH]c(=S)[nH]c2c1C(c1ccc(F)cc1)OC(CCc1ccccc1)C2 (stereo not given)	0.0
49	Clc1ccccc1-c1cc2nc(NCc3ccco3)ccn2n1	-11.0
50	COc1ccc(-c2cc(NC=O)c3ncc(-c4cc(OC)c(OC)c(OC)c4)n3c2)cc1	-3.9

# Next section.
entry	smiles	SENP1 FRET inh
51	COc1ccc(NC(=O)COC(=O)C2CCCN2C(=O)OC(C)(C)C)cc1Cl (stereo not given)	1.4
52	Cc1cc(C)c2cc(C#N)c(NCCNC(=O)c3ccccn3)nc2c1	-131.0
53	CCOC(=O)C1=CCN(S(=O)(=O)c2ccccc2F)C1c1cccc(Cl)c1 (stereo not given)	2.5
54	O=C(Nc1nnc([C@@H]2C[C@H](O)[C@@H](CO)O2)s1)Nc1cccc2ccccc12	-0.8
55	COc1cccc(-c2cc3nc(NCc4ccccc4F)n(C)c(=O)c3s2)c1	0.9
56	OC1C2COC(O2)C2OC(c3ccccc3)OC12 (stereo not given)	2.0
57	C=CCN(CC=C)C(=O)Nc1cc(OC)ccc1OC	1.6
58	COc1ccc(C(O)c2ncc(-c3ccccc3F)[nH]2)cc1 (stereo not given)	1.3
59	C[C@H](CO)NC(=O)c1[nH]cnc1C(=O)Nc1ccc(CNC(=O)OC(C)(C)C)cc1	1.2
60	Cn1ccc2c(N3CCOCC3)cc3c(c21)C1CCC3O1 (stereo not given)	11.3
61	CCOc1ccc(Cl)cc1-c1cc(C(=O)Nc2cc(OC)c(OC)c(OC)c2)[nH]n1	1.4
62	CCCCN(C(=O)CCOc1ccc(OCC)cc1)c1c(N)n(Cc2ccccc2)c(=O)[nH]c1=O	-8.9
63	CCc1nnc(NC(=O)c2cc(S(=O)(=O)N3CCN(CC)CC3)ccc2Cl)s1	-1.8
64	COc1ccc(NC(=O)C2(C)CCN2Cc2cccc(OC)c2F)cc1OC (stereo not given)	-1.7
65	C[C@H](CO)N1C[C@H](C)[C@@H](CN(C)C(=O)c2ccc3ccn(C)c3c2)OCc2cnnn2CCCC1=O	0.1
66	O=C(CN1CCCCCC1)N/N=C/c1ccc2ccccc2c1	2.3
67	O=C(Cc1cccc(NC(=O)C2CCCN(C(=O)c3ccccc3)C2)c1)Nc1cccc(C(=O)N2CCCCC2)c1 (stereo not given)	-1.0
68	C(=C\c1ccccc1)/CN1CCN(C(c2cc3ccccc3o2)c2nnnn2Cc2ccccc2)CC1 (stereo not given)	-4.8
69	Oc1c(C(c2ccccc2)N2CCCCC2)ccc2ccccc12 (stereo not given)	1.5
70	COc1ccc2nc(NCc3ccc(OC)c(OC)c3OC)sc2c1	-1.5
71	O=C1CSC(=S)N1c1ccccc1	-2.4
72	COC(=O)CCN1CCC2CC1c1cc(Cl)ccc12 (stereo not given)	0.4
73	Fc1ccc(CNc2ccc(CNc3ncn[nH]3)cc2)cc1	1.0
74	CC(=O)Nc1cc2c(c(Cl)c1Cl)-c1ccccc1C2=O	-26.6
75	Cc1cc(OCC(=O)OC(C)C(=O)NC2CC2)c(C(C)C)cc1Cl (stereo not given)	4.3

# Later entries:
entry	smiles	SENP1 FRET inh
76	COC(=O)[C@]12CCCCC=C1N(Cc1ccccc1)C(=O)[C@H](CC(=O)NCc1ccc(OC)c(OC)c1)C2	1.5
77	COc1ccccc1NC(=O)Nc1nc(C(N)CC(C)C)cs1 (stereo not given)	-2.1
78	C#CCOc1ccc(CNC[C@H]2O[C@@H](n3ccc(=O)[nH]c3=O)[C@H](O)[C@@H]2O)cc1	-0.5
79	CC1CN(C(NC(=O)c2ccccc2)C(Cl)(Cl)Cl)CC(C)O1 (stereo not given)	3.0
80	COc1cccc(S(=O)(=O)N(C)C[C@H]2OCc3cnnn3CCCC(=O)N([C@H](C)CO)C[C@@H]2C)c1	0.8
81	CCOC(=O)C(Cc1c[nH]c2cc([N+](=O)[O-])ccc12)(NC(C)=O)C(=O)OCC	0.4
82	Cc1cccc(C)c1NC(=O)C1c2ccccc2OCC(=O)N1CCc1c[nH]c2ccccc12 (stereo not given)	0.7
83	COc1ccc(CCNCCC(c2ccccc2)c2ccccc2)cc1OC	-34.9
84	CC(C)C[C@H]1CN(CCCC[C@@H]2CNC(=O)C(=O)N2CCc2ccccc2)C(=O)C(=O)N1CCc1ccccc1	0.1
85	CCc1nc2c(OCCOc3ccccc3)cccn2c1N(C=O)Cc1ccc(OC)cc1	-5.9
86	CCN(CC)c1ncnc2c1ncn2[C@H]1CN(Cc2ccc3c(c2)OCO3)C[C@@H](CO)O1	1.4
87	CN(Cc1cn(Cc2ccccc2)nn1)C1CN(Cc2cn(Cc3ccccc3)nn2)S(=O)(=O)C1 (stereo not given)	1.8
88	CC1(C(=O)NS(=O)(=O)c2cccc(Cl)c2)CCN1C(=O)C/C=C/c1ccccc1 (stereo not given)	-5.1
89	CCN1C(=O)[C@H]2[C@@H](c3ccc(C)cc3)N[C@]3(CCCN(Cc4ccc(F)cc4)C3=O)[C@H]2C1=O	-1.7
90	CCNC(=O)C1CCCN(C(=O)c2cccc(C#N)c2)CC1 (stereo not given)	1.9
91	COc1ccc(CN2C(=O)CN(S(C)(=O)=O)CC2(C)C(=O)Nc2ccc3c(c2)OCCO3)cc1OC (stereo not given)	0.7
92	COc1cccc(C(C)(O)c2nc(-c3cccc(C(C)C)c3)cs2)c1 (stereo not given)	1.8
93	O=C(CC[C@H]1O[C@@H](n2ccc(=O)[nH]c2=O)[C@H](O)[C@@H]1O)NCCc1c[nH]c2ccccc12	-4.1
94	Cc1cc(Cl)ccc1-c1nc(NCc2ccccc2)nc2ccsc12	-12.4
95	CCCc1nc2c3ccccc3ccn2c1CC1CCCCC1	-28.8
96	Cc1ccc(F)c(S(=O)(=O)NC(=O)C2(C)CCN2C(=O)Cc2ccsc2)c1 (stereo not given)	4.2
97	CCCc1c(-c2cccc(F)c2)ncn1Cc1ccccc1OC	1.3
98	CCCCCCN1C[C@H](O)[C@@H](n2cc(-c3ccc(F)cc3)nn2)C[C@@H]1c1ccc(C)cc1	-3.9
99	CC(C)(C)NC(=O)CN1C(=O)c2cccc3cccc1c23	-17.9
100	c1cc(-c2cc3nc(NCC4CC4)ccn3n2)ccc1OCCN1CCOCC1	-2.2

# Compounds listed so far that contain bromine, in the order listed:
entry	smiles	SENP1 FRET inh
41	CCC1CCCCN1C(=O)COC(=O)c1cncc(Br)c1 (stereo not given)	1.2
44	N#Cc1ccc(-c2nc3ccc(Br)cn3c2Cc2cccc(F)c2)cc1	10.4

# The list goes on:
entry	smiles	SENP1 FRET inh
101	Oc1ccccc1/C=N/NC(=S)NCCc1ccccc1	-104.8
102	O=[N+]([O-])/C=C\c1ccc(N2CCCC2)c(F)c1	9.2
103	Cc1cccc(C)c1NC(=O)C(CCc1ccccc1)N1CCC(c2ccccc2)CC1 (stereo not given)	0.2
104	COc1ccc(NC(=O)C2C(c3ccc4c(c3)OCO4)=Nc3ccccc3N2C(=O)c2cccc(C(F)(F)F)c2)cc1 (stereo not given)	-26.8
105	COc1cccc(C(=O)NCC[N+](C)(C)C)c1	1.9
106	CCOC(=O)C1=C(C(=O)OCC)N(CC)CCC1=O	1.9
107	O=S1(=O)CC(N2CCCC2)CN1Cc1cn(Cc2ccccc2)nn1 (stereo not given)	0.6
108	CCCc1cnc(Nc2nc(C(N)Cc3ccc(C(F)(F)F)cc3)cs2)nc1 (stereo not given)	1.2
109	COc1cccc(S(=O)(=O)N(C)C[C@@H]2OCc3cn(nn3)CCCC(=O)N([C@@H](C)CO)C[C@H]2C)c1	-1.2
110	Cc1cccc(C)c1-n1nnnc1C1(C)CCC(=O)N1Cc1ccc(F)cc1 (stereo not given)	1.8
111	CCCCNC(=O)C[C@@H]1C[C@@]2(C(=O)OCC)CCCC=C2N(Cc2ccc3c(c2)OCO3)C1=O	-0.8
112	COc1cc(C(O)c2nc(-c3cccc(F)c3)cs2)ccc1F (stereo not given)	0.6
113	O=C1NC[C@H](CCCCN2C[C@H](Cc3ccccc3)N(CCC3CCCCC3)C(=O)C2=O)N(CCC2CCCCC2)C1=O	-0.1
114	O=c1cc(-c2ccccc2)nc2c(Cl)cc(Cl)cn12	2.3
115	CCCS(=O)(=O)NC(=O)C1(C)CCCN(C(=O)c2ccc(OC)cc2)C1 (stereo not given)	1.1
116	O=C(O)c1c[nH]c2nccnc12	-0.9

# High-throughput results deposited in PubChem by Sanford-Burnham Center for Chemical Genomics.

# A portion of the library; the hit share may differ from the screen's.
